Bioassay records (PubChem)
tim23-1 inh – growth inhibitors of tim23-1 mutant yeast; S. cerevisiae tim23-1 growth, BacTiter-Glo luminescence, 24 h; inhibition, % at 20 µM; 1.3% of 330,000 active;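 active means growth inhibition of the mutant yeast at or above 50%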;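 further: temperature-sensitive mutant grown at 25 °C; plate controls were DMSO-treated mutant yeast for no effect and medium wells lacking yeast for full effect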
TIM10 inh – TIM10 yeast growth inhibition; S. cerevisiae TIM10 strain growth, BacTiter-Glo luminescence, 24 h; inhibition, % at 10 µM; 1.4% of 330,000 active;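 active means inhibition of 40% or more at the single tested concentration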;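 further: wild-type TIM10 isogenic control strain grown at permissive 25 °C; 0% = DMSO yeast wells and 100% = minimal medium wells without yeast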
Mdm2 MdmX PPI – human Mdm2/MdmX binding inhibition. 3% of 330,000 active. O15151+Q00987. SaOS-2 split-luciferase Mdm2/MdmX complementation, luminescence. inhibition, % at 8 µM;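 active means inhibition of at least 50% at 8 µM in the primary screen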
tim10-1 inh – inhibits growth of tim10-1 mutant yeast; S. cerevisiae tim10-1 ts strain growth, BacTiter-Glo, 24 h; inhibition, % at 20 µM; 2.2% of 330,000 active; AID 463190;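 active means inhibition of at least 40%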;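 further: mutant grown at 25 °C; 0% = DMSO wells with yeast and 100% = wells holding no yeast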
CHOP UPR activ – activators of apoptotic arm of unfolded protein response (CHOP); activation, % at 10 µM; CHO-CHOP luciferase reporter, UPR activation, luminescence; percent of tunicamycin response over DMSO baseline; 0.34% of 330,000 active; AID 449763;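 active means at 10 µM dose, activation of 40% or more, normalized to positive control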;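 further: 100% = tunicamycin at 10 µg/mL and 0% = DMSO alone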
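Test system: CHO-CHOP cells, stable luciferase reporter of PERK-eIF2a-CHOP signalling | Quantity: 500 CHO-CHOP cells per well | Buffer or medium: F12 plus 10% serum | Compound dosing: 10 µM single point, 0.5% DMSO | Schedule: 6 h compound treatment, 37 °C | Signal: Luciferase luminescence | Control set: Tunicamycin high control, DMSO low control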
NR3A LBD binder – modulates the human NR3A ligand-binding domain; Tm shift relative to glycine control, % at 25 µM; NR3A LBD differential scanning fluorimetry, Tm shift; 0% = protein alone, 100% = glycine-bound protein; 2.5% of 340,000 active; AID 1259313;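 active means melting temperature shift of at least 10% of the positive control shift, at one fixed dose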
NLRP3 yeast inh – inhibitors of NALP3 inflammasome in yeast | 0.39% of 330,000 active | AID 2825 | Yeast reconstituted NLRP3/ASC/caspase-1, beta-gal luminescence, 24 h | inhibition, % at 10 µM;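 active means inhibition of 50% or more; inactive means inhibition below 50%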;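 further: plate controls were induced DMSO wells for no effect and uninduced yeast grown without galactose for full effect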
APJ ag – agonists of human APJ apelin receptor; CHO-K1 APJ PathHunter beta-arrestin, luminescence; 0% DMSO wells, 100% apelin; P35414; activation, % at 20 µM; 0.11% of 330,000 active;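 active means activation more than six SD over the plate average, tested at 20 µM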;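 further: 0% = DMSO alone and 100% = apelin-13 at 10 nM; some results filed as inactive read as strong as hits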
Target sequence (P35414 whole entry, looked up): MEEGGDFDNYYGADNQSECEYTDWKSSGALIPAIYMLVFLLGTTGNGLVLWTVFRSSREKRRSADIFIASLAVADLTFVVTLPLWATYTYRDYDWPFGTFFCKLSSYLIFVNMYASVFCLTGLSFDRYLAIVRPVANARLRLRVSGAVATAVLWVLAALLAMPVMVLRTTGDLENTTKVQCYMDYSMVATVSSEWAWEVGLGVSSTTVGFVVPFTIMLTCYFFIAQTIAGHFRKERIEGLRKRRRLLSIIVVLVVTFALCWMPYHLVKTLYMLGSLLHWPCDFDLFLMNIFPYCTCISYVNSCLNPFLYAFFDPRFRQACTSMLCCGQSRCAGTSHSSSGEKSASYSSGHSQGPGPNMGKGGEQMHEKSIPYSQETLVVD
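assay system = CHO-K1 APJ beta-arrestin complementation cell line | input = cell density 1000 per well | dosing = compound 20 µM once, DMSO 1% | timing = compound 90 min 25 °C, reagent 1 h | measured by = luminescence from split beta-galactosidase complementation, Galacton Star/Emerald II substrate | read-out basis = APJ agonist activity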
UPR XBP1 act – activators of adaptive arm of unfolded protein response (XBP1); CHO-XBP1 luciferase reporter, IRE1-XBP1 UPR activation, luminescence; percent of tunicamycin response, DMSO as zero; activation, % at 20 µM; 0.33% of 330,000 active;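 active means versus positive control, 20 µM dose yields 30% or more activation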;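 further: 100% = tunicamycin at 10 µg/mL and 0% = DMSO only wells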
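Material: CHO cell line with stable XBP1 luciferase reporter; schedule: 16-18 h cell attachment at 37 °C, then 6 h compound exposure; signal: glow luminescence from Steady-Glo reagent; medium: serum-containing F12 medium, 10% FBS; benchmarks: tunicamycin 10 µg/mL and vehicle-only wells; read-out: percent activation relative to tunicamycin reference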
Starred values were filed as active, the others as inactive.

Preview (4 entries):
cpd	structure	tim23-1 inh	TIM10 inh	Mdm2 MdmX PPI	tim10-1 inh	CHOP UPR activ	NR3A LBD binder	NLRP3 yeast inh	APJ ag	UPR XBP1 act
1	O=C1NN(c2ccccc2)C(=O)/C1=C/c1coc2ccccc2c1=O	30.2	9.2	-9.8	7.8	3.3	-8.7	6.0	-2.1	2.6
2	CCN(CC(=O)Nc1ccccc1OC)C(=O)c1ccccc1Sc1ccccc1C#N	23.1	4.2	14.7	15.9	-0.2	1.7	12.6	-1.4	-2.9
3	COCCNC(=O)c1ccc(NS(=O)(=O)c2ccc3[nH]c(=O)[nH]c3c2)cc1	-17.3	-4.3	21.1	-17.3	2.4	0.7	10.5	-6.2	-1.5
4	O=C(c1ccnc(Cl)c1)N1CCCC(N2CCN(c3ccccc3F)CC2)C1 (centres undefined)	0.7	-0.7	3.6	3.9	-0.2	-2.4	1.1	-6.3	-3.5

This part in full, from the first entry:
cpd	structure	tim23-1 inh	TIM10 inh	Mdm2 MdmX PPI	tim10-1 inh	CHOP UPR activ	NR3A LBD binder	NLRP3 yeast inh	APJ ag	UPR XBP1 act
1	O=C1NN(c2ccccc2)C(=O)/C1=C/c1coc2ccccc2c1=O	30.2	9.2	-9.8	7.8	3.3	-8.7	6.0	-2.1	2.6
2	CCN(CC(=O)Nc1ccccc1OC)C(=O)c1ccccc1Sc1ccccc1C#N	23.1	4.2	14.7	15.9	-0.2	1.7	12.6	-1.4	-2.9
3	COCCNC(=O)c1ccc(NS(=O)(=O)c2ccc3[nH]c(=O)[nH]c3c2)cc1	-17.3	-4.3	21.1	-17.3	2.4	0.7	10.5	-6.2	-1.5
4	O=C(c1ccnc(Cl)c1)N1CCCC(N2CCN(c3ccccc3F)CC2)C1 (centres undefined)	0.7	-0.7	3.6	3.9	-0.2	-2.4	1.1	-6.3	-3.5
5	O=C(c1cc(-c2ccc(O)cc2)on1)N1CCN(c2ccccc2)CC1	41.5	21.3	-2.2	27.8	0.4	11.6*	16.4	1.2	3.3
6	Cc1c(Cl)cccc1NC(=S)NNc1ncc(C(F)(F)F)cc1Cl	22.3	-6.9	64.2*	38.9	2.0	0.4	8.3	-14.1	2.5
7	O=C(Nc1ccccn1)c1cc2ccccc2cc1O	12.5	8.9	-101.3	-26.9	4.3	-13.7	36.3	6.5	0.4
8	O=C(CCC(=O)OC(C(=O)c1ccccc1)c1ccccc1)Nc1ccccc1 (centres undefined)	4.5	10.0	4.9	22.4	-0.5	3.8	-58.0	-2.3	-1.2
9	CCOc1ccc(NS(=O)(=O)c2ccc(C(=O)NCC(c3ccco3)N(C)C)cc2)cc1 (centres undefined)	-17.0	6.1	4.4	-8.8	1.3	1.6	19.0	14.1	0.7
10	Cc1ccc(S(=O)(=O)c2cc3ccccc3oc2=Nc2ccc3c(c2)OCO3)cc1	7.8	12.2	5.1	16.4	-0.9	0.6	8.1	-3.2	-1.1
11	O=C(Nc1nnc(CCc2ccccc2)s1)c1ccccc1F	17.9	-15.3	-19.4	-17.7	2.8	1.4	39.8	-0.2	-1.7
12	O=C(C1CC1)N1CCc2sccc2C1c1ccc(Cl)cc1 (centres undefined)	12.4	-3.4	29.3	14.5	1.0	0.2	6.5	-1.3	0.0
13	COc1ccc(C2(c3ccc(OC)cc3)NC(=O)N(CC(=O)N(C)C3CCC(C)CC3)C2=O)cc1 (centres undefined)	0.3	4.8	-8.2	-4.0	0.0	1.8	15.7	-4.1	-1.5
14	O=C(O)[C@H]1CCCC[C@H]1C(=O)Nc1ccc(S(=O)(=O)N2CCCCC2)cc1	16.0	-4.9	0.9	14.8	-0.1	-4.6	13.4	-1.3	-2.3
15	COc1cc(/C=N\n2cnnc2)ccc1OCC(=O)Nc1ccc(C)cc1	-4.5	17.3	34.7	15.3	-0.7	-7.5	-27.1	3.5	-4.2
16	CCn1cc(/C=N\NC(=O)c2ccc(F)cc2)cn1	-4.9	1.5	-13.2	-3.4	0.7	-1.1	-3.7	-0.1	-3.7
17	CCOC(=O)N1CCN(C(=O)Cn2nc(C)n3nc(-c4ccccc4)cc3c2=O)CC1	4.4	7.9	-10.2	7.4	-0.4	-1.1	11.6	7.9	-6.7
18	CCCn1c(Cc2ccccc2)nnc1SCC(=O)N1CCOCC1	10.1	7.7	-3.5	6.7	0.0	2.5	13.5	0.1	0.7
19	COc1cccc(N2CCN(C(=O)c3cc(-c4ccccc4)nc4c3cnn4C(C)C)CC2)c1	16.2	13.8	35.6	9.2	-0.1	-1.5	7.1	-2.9	1.9
20	OC1CCCN(c2c3c(nc4cc(-c5cccc(Cl)c5)nn24)CCC3)C1 (centres undefined)	20.6	-23.4	7.4	32.7	2.5	-10.9	27.5	3.3	4.4

Further results:
cpd	structure	tim23-1 inh	TIM10 inh	Mdm2 MdmX PPI	tim10-1 inh	CHOP UPR activ	NR3A LBD binder	NLRP3 yeast inh	APJ ag	UPR XBP1 act
21	CCOC(=O)C1=C(c2ccccc2)Nc2ncnn2C1c1cc(OC)ccc1OC (centres undefined)	26.9	1.2	-12.1	5.0	1.4	-1.6	-0.6	0.0	-1.3
22	O=C(CN1CCOCC1)Nc1ccc2c(c1)OC(F)(F)O2	-0.8	0.2	16.7	-3.6	1.3	0.4	10.5	-1.8	1.1
23	COc1cccc(CSc2nnc(-c3ccncc3)n2C)c1	14.5	-2.2	16.2	15.6	-0.8	0.0	9.5	-0.2	-4.7
24	Cc1ccc(F)c(CNC(=O)C2CCC(=O)N(Cc3ccccn3)C2)c1F (centres undefined)	-2.9	-4.7	24.1	-8.9	1.4	-0.7	12.7	-6.1	-1.2
25	CCN(CC)CCSc1nnc2c3cc(F)ccc3n(Cc3ccccc3)c2n1	-3.8	13.3	17.7	9.2	-1.7	-1.8	13.9	-1.8	0.1
26	Cc1cc(=O)oc2c(CN3CCN(C)CC3)c(O)c(Cl)cc12	7.3	-6.8	-5.4	10.6	-0.2	0.1	5.1	-3.1	0.6
27	CC(NCCc1ccc(S(N)(=O)=O)cc1)C(=O)NCCc1ccc(F)cc1 (centres undefined)	-4.3	-14.6	12.7	2.7	0.3	0.5	7.6	-4.0	1.5
28	Cc1ccc(CN2CCN(CC(=O)N/N=C/c3c[nH]c4ccccc34)CC2)cc1	-4.2	-15.7	6.2	-16.4	-2.7	0.8	-7.1	-1.2	-4.7
29	COC(=O)c1cn(NC(=O)COc2ccc(Cl)cc2)c(=O)c2ccccc12	3.2	14.0	20.9	12.4	1.2	-4.6	11.6	0.3	-3.8
30	CCC1(C)Cc2ccccc2-c2c1c(=O)n(Cc1ccccc1)c1nnnn21 (centres undefined)	11.5	2.5	20.6	19.0	1.0	1.3	3.7	-3.4	-8.6
31	Nc1nc(CSC(=S)N2CCN(c3ccccc3)CC2)nc(Nc2ccccc2)n1	36.9	29.0	-12.2	20.9	3.9	3.5	19.6	-1.5	-0.1
32	O=Cc1ccccc1Oc1nc(N2CCOCC2)nc(N2CCOCC2)n1	47.2	32.6	22.9	45.0*	0.7	-0.3	3.4	0.5	-4.4
33	O=C(/C=C/c1ccccc1)C1C(=O)c2ccccc2C1=O	0.1	-17.1	-44.8	7.4	1.4	-5.1	11.9	-2.1	-1.5
34	Cc1ccc2nc(CSc3nnc(Nc4ccccc4C)s3)cc(=O)n2c1	18.0	-0.5	-9.1	9.8	2.4	-1.4	1.7	1.4	0.1
35	CNC(=S)NNC(=O)c1cccc(N(C)C)c1	-8.7	-0.4	17.4	4.3	2.3	0.7	-2.9	-3.1	0.0
36	O=c1[nH]c(/C(Cl)=C/c2cccc(C(F)(F)F)c2)nc2cc(Cl)ccc12	7.8	0.8	4.4	26.3	2.4	-3.5	-3.6	-0.4	4.1
37	CC(NC(=O)CCSc1nc(-c2ccco2)cc(C(F)(F)F)n1)c1ccccc1 (centres undefined)	20.9	23.4	27.7	25.5	-1.7	-12.1	5.2	0.0	-0.8
38	CC(=O)Nc1ccc(-n2c(C)ccc2-c2ccccc2)cc1	31.4	25.9	3.9	36.9	-2.2	3.3	-9.6	-2.3	-10.7
39	Cc1ccc(NC(=O)OCc2cncs2)cc1	14.1	7.2	-4.8	-1.3	2.1	1.3	-3.8	-2.7	8.1
40	CCOC(=O)Cc1csc(NC(=O)c2c(O)c3c(n(CC(C)C)c2=O)CCCC3)n1	11.6	31.5	-8.6	15.1	-0.1	-0.7	17.1	3.5	-1.0

Continued:
cpd	structure	tim23-1 inh	TIM10 inh	Mdm2 MdmX PPI	tim10-1 inh	CHOP UPR activ	NR3A LBD binder	NLRP3 yeast inh	APJ ag	UPR XBP1 act
41	Cc1ccc(NC(=O)[C@H](C)NC(=O)C2CCN(C(=O)[C@@H](NC(=O)OC(C)(C)C)C(C)C)CC2)cc1	1.5	-7.2	-6.3	13.0	1.0	-1.8	6.2	-2.1	2.9
42	Cc1ccc(-n2nc3c(N4CCC(C(=O)NCc5ccc(C)o5)CC4)nnc(C)c3c2C)cc1	3.1	11.9	29.6	8.3	1.2	-4.9	18.7	-4.1	11.1
43	Cc1cc(C)n(/N=C/c2ccccc2O)c(=O)c1	10.3	-15.3	27.0	11.0	0.3	0.7	9.1	-3.3	-2.5
44	CCCCC(=O)Nc1c2c(nn1-c1cccc(C)c1C)CS(=O)(=O)C2	-9.0	-10.3	-0.5	10.4	-0.7	-2.2	16.0	-3.4	-3.6
45	O=C(Nc1ccc(NC(=O)c2ccc3c(c2)OCCO3)cc1)c1ccccc1	-14.4	-10.6	5.2	-23.4	1.3	11.9*	6.2	2.5	-9.4
46	Cc1nn(Cc2cccc(C(N)=O)c2)c(C)c1Br	-5.5	-5.2	7.3	-3.5	0.9	-0.9	9.0	-2.7	5.6
47	CC(C(=O)Nc1nccs1)N1C(=O)C2CC=CCC2C1=O (centres undefined)	0.8	12.8	-23.8	9.6	2.1	0.1	12.6	-1.7	-2.8
48	CC(C)OC(=O)CSc1nnc2c3ccccc3n(C)c2n1	29.8	9.0	4.7	19.4	0.6	-0.2	26.5	-2.5	3.3
49	Cc1ccc(NC(=O)CCCCCC2NC(=O)NC2C)cc1 (centres undefined)	4.9	-12.1	-26.4	3.9	-0.6	-0.8	15.0	-4.7	-0.9
50	CC(C)CN1CCN(Cc2ccc(C#CC(C)(C)O)cc2)CC1CCO (centres undefined)	1.6	-14.5	-4.8	8.7	-0.9	0.3	0.8	-0.5	-2.5
51	CC(=O)Nc1ccc(S(=O)(=O)Nc2cc(C)cn(Cc3ccccc3)c2=O)cc1	6.2	1.8	0.7	28.9	-1.9	-0.5	15.7	-3.2	-4.4
52	O=C(NC1CCCCCC1)C1CCCN1S(=O)(=O)c1cccc2cccnc12 (centres undefined)	25.4	2.1	-10.3	16.8	-1.6	-2.5	-2.4	-3.9	0.4

Full records as entered above. Order of screens: tim23-1 inh | TIM10 inh | Mdm2 MdmX PPI | tim10-1 inh | CHOP UPR activ | NR3A LBD binder | NLRP3 yeast inh | APJ ag | UPR XBP1 act
`CCCCC(=O)Nc1c2c(nn1-c1cccc(C)c1C)CS(=O)(=O)C2` as listed: -9.0 | -10.3 | -0.5 | 10.4 | -0.7 | -2.2 | 16.0 | -3.4 | -3.6
`CC(C)OC(=O)CSc1nnc2c3ccccc3n(C)c2n1` as listed: 29.8 | 9.0 | 4.7 | 19.4 | 0.6 | -0.2 | 26.5 | -2.5 | 3.3
